dFosB act: activators of delta FosB homodimer, primary screen, biochemical, fluorescence polarization, TAMRA-CDK5 oligo, single point; Protein FosB (Mus musculus), P13346; purified delta FosB; percent of positive-control signal above neutral wells; activation, % at 25 µM; 340,000 compounds, 0.99% hits; AID 493131, 2011;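 active means mean activation above about 17%, with every replicate also reaching it, limit read from the data, passing the limit was not always enough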;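 further: fluorescence polarization rise as delta FosB binds a TAMRA Cdk5 AP-1 oligo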
CDK5 p35 inh: inhibitors of human CDK5/p35 kinase, primary screen, biochemical, single concentration | Cyclin-dependent kinase 5 (Homo sapiens) + Cyclin-dependent kinase 5 activator 1 (Homo … | Recombinant CDK5/p35, ADP-Glo luminescence, 60 min | inhibition, % at 10 µM | 330,000 compounds, 0.01% hits;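 active means highest replicate inhibition of at least 50% and at least 75% of replicates reaching 50%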;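 further: plate controls were DMSO neutral control for no effect and GW8510 at 10 µM for full effect; many of its hits are not listed in these tables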
HTR5A ag: HTR5A agonists in luminescence cell assay, primary screen, counter-screen for OPRM1-OPRD1 heterodimer agonist project, full-deck HTS; 5-hydroxytryptamine receptor 5A (Homo sapiens), P47898; cell-based; activation, % at 9.3 µM; 340,000 compounds, 0.61% hits; in the data active means activation mostly above about 9.5%, no sharp cut-off; inactive means mostly below about 7.6%;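 further: 0% = cells with vehicle only and 100% = reference agonist; strong numbers were not always called active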
HTR5A inv ag: HTR5A inverse agonists in luminescence cell assay, primary screen, counter-screen for OPRM1-OPRD1 heterodimer inverse agonist project, full-deck HTS; 5-hydroxytryptamine receptor 5A (Homo sapiens), P47898; HTR5A cell line, inverse agonism; inhibition, % at 9.3 µM; 340,000 compounds, 0.083% hits; in the data active means inhibition mostly above about 23%, no sharp cut-off; inactive means mostly below about 18%;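 further: 0% = cells with DMSO and 100% = no-cell wells with DMSO; some compounds called inactive have numbers as strong as hits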
V-ATPase pH: regulators of yeast V-ATPase proton pumping, primary screen, pHLuorin cytosolic pH fluorescence; AID 504577, 2011; response, % at 10 µM; S. cerevisiae; 350,000 compounds, 0.37% hits; in the data active means response mostly above about 7.3%, no sharp cut-off; inactive means mostly below about 5.4%; further: actives read high; inactives centre near 0; some compounds called inactive have numbers as strong as hits; reference of the scale not given here
PvdQ acylase: P. aeruginosa PvdQ acylase inhibitors, primary screen, biochemical, fluorescence, plate reader and imaging, single point. AID 488965, 2010. purified PvdQ acylase. PvdQ acylase [Pseudomonas aeruginosa LESB58]. inhibition, % at 10 µM. 340,000 compounds, 0.063% hits; in the data active means inhibition above about 30%, passing the limit was not always enough;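 further: 0% = vehicle neutral wells and 100% = reference inhibitor wells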
MITF act: activators of MITF-driven TRPM1 promoter reporter, primary screen, cell-based, SK-MEL-5, luciferase, single point | AID 588334, 2011 | SK-MEL-5 TRPM1-promoter luciferase, 24 h; % of positive control, neutral wells = 0 | activation, % at 12.5 µM | 300,000 compounds, 0.75% hits;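 active means mean activation of at least 80% with every replicate also reaching 80%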;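 further: 0% = neutral control wells and 100% = parthenolide positive control wells; values of inactives mirror those of a sister screen read the other way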
NSD2 inh: NSD2 histone methyltransferase inhibitors, primary screen, biochemical, AlphaScreen, single concentration, set 2; inhibition, % at 12.5 µM; NSD2 peptide methylation, 120 min; 310,000 compounds, 0.54% hits; in the data active means inhibition above about 50%
Target sequence (O96028 whole entry, looked up): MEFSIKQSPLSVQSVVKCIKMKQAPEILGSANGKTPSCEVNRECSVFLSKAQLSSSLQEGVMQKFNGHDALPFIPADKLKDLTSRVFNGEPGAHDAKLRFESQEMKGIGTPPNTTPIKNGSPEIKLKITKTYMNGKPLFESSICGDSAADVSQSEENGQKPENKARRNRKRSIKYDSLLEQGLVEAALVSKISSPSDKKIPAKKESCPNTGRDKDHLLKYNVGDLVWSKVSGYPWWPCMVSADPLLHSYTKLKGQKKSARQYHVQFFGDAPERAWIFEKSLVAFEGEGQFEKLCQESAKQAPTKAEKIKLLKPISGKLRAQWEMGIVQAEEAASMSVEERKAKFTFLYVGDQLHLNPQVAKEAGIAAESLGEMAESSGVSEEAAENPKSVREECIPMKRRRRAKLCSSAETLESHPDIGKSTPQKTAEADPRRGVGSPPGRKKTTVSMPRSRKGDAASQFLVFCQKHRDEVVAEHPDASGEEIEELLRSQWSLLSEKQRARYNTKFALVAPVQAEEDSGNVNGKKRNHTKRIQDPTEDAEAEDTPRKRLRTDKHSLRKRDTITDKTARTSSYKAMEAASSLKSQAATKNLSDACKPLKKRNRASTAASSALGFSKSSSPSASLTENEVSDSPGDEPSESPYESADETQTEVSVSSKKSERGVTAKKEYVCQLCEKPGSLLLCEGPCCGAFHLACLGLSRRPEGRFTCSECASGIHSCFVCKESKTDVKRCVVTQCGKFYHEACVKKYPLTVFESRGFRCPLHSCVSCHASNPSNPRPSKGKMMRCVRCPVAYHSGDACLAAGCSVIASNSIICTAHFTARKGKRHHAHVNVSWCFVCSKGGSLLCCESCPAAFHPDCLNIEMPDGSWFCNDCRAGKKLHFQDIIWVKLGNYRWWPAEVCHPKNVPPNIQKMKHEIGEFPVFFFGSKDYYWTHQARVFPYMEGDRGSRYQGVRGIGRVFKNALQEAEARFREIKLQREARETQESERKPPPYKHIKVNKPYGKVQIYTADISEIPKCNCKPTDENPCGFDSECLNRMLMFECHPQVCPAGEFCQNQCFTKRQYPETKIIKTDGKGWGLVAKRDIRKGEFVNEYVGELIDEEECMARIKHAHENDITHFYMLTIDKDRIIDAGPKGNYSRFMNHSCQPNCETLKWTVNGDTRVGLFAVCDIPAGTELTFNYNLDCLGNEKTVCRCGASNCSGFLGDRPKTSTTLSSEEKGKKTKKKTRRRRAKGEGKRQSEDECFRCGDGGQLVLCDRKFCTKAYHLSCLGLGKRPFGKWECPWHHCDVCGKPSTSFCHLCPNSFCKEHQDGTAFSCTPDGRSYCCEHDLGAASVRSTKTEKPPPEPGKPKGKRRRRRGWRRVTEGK
Wnt act: Wnt/beta-catenin pathway activators, primary screen, cell-based, plate reader, single point. AID 743398, 2014. 300,000 compounds, 1.2% hits. Wnt/beta-catenin reporter cell assay, activator. activation, % at 9.35 µM; in the data active means activation above about 30%, passing the limit was not always enough;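 further: 0% = neutral control wells and 100% = positive control wells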
SR-BI HDL uptake: inhibitors of SR-BI mediated HDL lipid uptake, primary screen, ldlA[mSR-BI] cells, fluorescence, single point; ldlA[mSR-BI] CHO cells, DiI-HDL uptake fluorescence, 3 h; inhibition, % at 12.5 µM; 320,000 compounds, 0.96% hits;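 active means mean replicate inhibition of at least 70% and a set share of replicates each scoring 70 or more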;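 further: 0% = median of neutral control wells and 100% = median of positive control wells; values of inactives mirror those of a sister screen read the other way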
The depositor's hits bear a star; x = not tested or not shown.

Values in the order – Wnt act	MITF act	NSD2 inh	CDK5 p35 inh	HTR5A ag	HTR5A inv ag	dFosB act	PvdQ acylase	SR-BI HDL uptake	V-ATPase pH
> C#CCOCCOCCOCCNc1nc(N2CCN(C(=O)[C@H](CCCCN)n3cc(CN)nn3)CC2)nc(N2CCN(C(=O)[C@H](CCC(=O)O)n3cc([C@@H](N)[C@H](C)CC)nn3)CC2)n1
    -2	-8	x	0.4	9	-33	-2	-3	-12	-1
> O=C(CSc1ccc(Cl)cc1)Nc1ccccc1N1CCN(C(=O)c2ccc(Cl)cc2)CC1
    -2	-10	-1	-1.3	8	-20	-8	-10	0	0
> CC(=O)c1ccc(NC(=O)N[C@@H](CC(C)C)C(=O)O)cc1
    x	11	0	-3.2	-9	-15	-5	-6	-10	2
> CC(=O)Oc1ccccc1/C=C1\CCOC1=O
    -2	7	-1	-0.5	9	-4	0	-5	-7	-4
> COc1ccccc1CN=C1NC(=O)C(CC(=O)Nc2ccc(OC)c(OC)c2)S1 (centres undefined)
    -3	-8	7	-5.4	0	15	-6	-7	16	5
> CCCC(=O)N(c1ccc2oc(C)c(C(C)=O)c2c1)S(=O)(=O)c1ccc(C)c([N+](=O)[O-])c1
    x	-2	-1	-0.4	3	-3	-4	-14	-11	-1
> N#CC1=C(O)C(c2ccccc2)n2c1nc(=O)c1ccccc12 (centres undefined)
    x	0	-1	-0.3	8	-20	-1	0	-37	1
> O=C(COc1ccccc1)NCc1ccc2c(c1)OCO2
    x	11	-3	0.0	1	12	-5	-11	x	0
> O=C(CCc1nc2ccccc2[nH]1)N1CCc2ccccc2C1
    2	-2	x	-0.9	-1	2	-1	-18	-3	-3
> CCN(CC(=O)Nc1ccc(NC(C)=O)cc1)C(=O)c1ccc(N(C)S(=O)(=O)c2ccc(C)cc2)cc1
    -3	-13	5	0.1	-4	9	-7	-16	6	-3
> COc1ccc(CN2CCC(n3nccc3NC(=O)c3cccc(F)c3)CC2)cc1O
    1	5	-2	1.6	4	-20	-11	-29	-13	0
> CCN(CC)CCCC(C)NC1=NCCCCC1 (centres undefined)
    x	-5	-1	-0.3	3	9	1	-9	-3	2
> COc1ccccc1C(=O)COC(=O)C(NC(=O)Cc1ccccc1)C(C)C (centres undefined)
    2	-13	1	2.3	10	-26	-6	10	33	0
> COc1cc(OC)c(C(=O)NCCCn2ccnc2)cc1OC
    6	-8	-2	0.0	-3	9	-6	-18	-9	0
> Cc1ccccc1OCC(O)Cn1c(NCc2ccco2)nc2c1c(=O)n(C)c(=O)n2C (centres undefined)
    -1	11	3	-1.6	3	2	-7	-7	12	-1

Just MITF act, V-ATPase pH and NSD2 inh, for some of the entries so far:
Molecule	MITF act	V-ATPase pH	NSD2 inh
O=C(CCc1nc2ccccc2[nH]1)N1CCc2ccccc2C1	-2	-3	x
CCCC(=O)N(c1ccc2oc(C)c(C(C)=O)c2c1)S(=O)(=O)c1ccc(C)c([N+](=O)[O-])c1	-2	-1	-1

Remaining list, next part
Values in the order – Wnt act	MITF act	NSD2 inh	CDK5 p35 inh	HTR5A ag	HTR5A inv ag	dFosB act	PvdQ acylase	SR-BI HDL uptake	V-ATPase pH
> CC1CC(C)CN(C(=O)CSc2nc(Cc3cccs3)nc3ccccc23)C1 (centres undefined)
    -9	-1	2	-2.2	12*	-12	-16	8	1	-2
> CCOc1ccccc1-c1cc(C(=O)N/N=C/c2cccnc2)c2ccccc2n1
    -4	-4	0	-0.7	4	-23	-11	-1	24	-1
> Cc1ccc(C(=O)NC2CCCCC2)cc1S(=O)(=O)N1CCCC1
    17	15	-4	-0.6	3	-8	-4	-1	0	-1
> CC(C)(C)C(C(=O)O)N1CCS(=O)(=O)CC1 (centres undefined)
    -4	15	-1	-1.5	7	-18	-2	-10	-13	0
> COc1ccc(-c2nc3c(c(SCC(=O)N4CCOCC4)n2)COC(C)(C)C3)cc1
    x	x	-1	4.6	0	-12	2	17	22	1
> O=C1Nc2ccc(S(=O)(=O)N3CCCC3)c3ccc(S(=O)(=O)N4CCCC4)c1c23
    -7	x	x	-6.6	-6	6	-15	-24	-1	1
> CCN(c1ccccc1)S(=O)(=O)c1ccc(C(=O)Nc2c(C)n(C)n(-c3ccccc3)c2=O)cc1
    -4	7	8	0.5	6	-22	-7	11	-2	-2
> NC(=O)CC[C@H](NC(=O)c1ccc(F)cc1)C(=O)N1CCN(Cc2ccc3c(c2)OCO3)CC1
    0	10	x	-2.0	0	0	-1	-5	-3	-1
> CCOC(=O)CSc1nc(-c2ccc3c(c2)OCO3)ccc1C#N
    x	68	-1	1.3	-4	10	2	-12	31	-4
> NC(=O)[C@@H]1CCCNc2c(F)cc([N+](=O)[O-])cc2C(=O)N[C@@H](CCC(=O)O)C(=O)N[C@@H](CO)C(=O)N1
    3	1	x	0.6	6	-2	-3	17	5	-2
> CC1=C(C(=O)OCCC(C)C)C(c2ccc3c(c2)OCO3)NC(=O)N1 (centres undefined)
    -1	-5	1	0.8	3	-12	-12	-6	-1	3
> N#CCC(=O)N/N=C/c1c(-c2ccccc2)n(-c2ccccc2)c2ccccc12
    -5	-7	18	0.7	2	-5	-16	1	1	-5
> C/C(=N\OC(=O)c1ccc(Cl)cc1)c1nccs1
    x	-5	-2	1.1	-1	17	-4	-6	-5	-1
> COCCCN(C(=O)Nc1ccccc1)C(C)c1ccncc1 (centres undefined)
    0	-4	x	0.0	9	-25	1	-6	-13	-4
> CCOC(=O)C1CCCN(C2CC(=O)N(c3ccc(N4C(=O)CC(N5CCCC(C(=O)OCC)C5)C4=O)cc3)C2=O)C1 (centres undefined)
    -2	-8	0	0.8	-5	12	-7	-11	-11	1
> CCOC(=O)Nc1cccc(Cl)c1C
    x	x	1	0.3	1	1	3	0	14	5
> CN(c1ccccc1)c1nc(N)c([N+](=O)[O-])c(NCc2ccco2)n1
    x	11	-2	0.9	0	-11	5	-13	27	-3
> O=C(NCCC(c1ccccc1)c1ccco1)c1cccs1 (centres undefined)
    7	45	-2	-3.3	-1	-16	-1	-14	10	1
> Cc1ccc(NC(=O)C2CCCN2S(=O)(=O)c2ccc3c(c2)n(C)c(=O)c(=O)n3C)cc1C (centres undefined)
    -3	0	x	-0.3	-6	18	-5	-10	x	-3
> COc1ccccc1OCCNC(=O)CCNC(=O)c1ccccc1Cl
    -2	8	14	0.9	1	1	5	-8	-2	0
> Cc1ccc(C)c(S(=O)(=O)Nc2ccc3scnc3c2)c1
    x	-19	3	-0.5	1	10	-9	-14	1	4
> CN(C)CCCN(C(=O)c1ccc([N+](=O)[O-])s1)c1nc2cc3c(cc2s1)OCCO3
    -1	-66	12	-0.7	2	-2	2	-12	-6	0
> CCCCCC/C(C=O)=C\c1ccccc1
    -1	13	x	-0.4	2	-8	3	15	-5	-4
> COc1ccc(C(=O)NC(=S)Nc2ccccc2N2CCN(S(C)(=O)=O)CC2)cc1OC
    -3	6	1	0.1	-2	-4	5	-10	74*	3
> COc1cccc(CN2CC(C(=O)NCc3ccc(Cl)s3)CCC2=O)c1 (centres undefined)
    -2	-6	-2	x	-1	15	-5	-15	-5	2
> O=C(O)/C=C/C(=O)N1CCN(S(=O)(=O)c2cccc(C(F)(F)F)c2)CC1
    -1	-1	1	-0.2	-2	-4	1	-11	-12	-1
> O=C(O)C1C2C=CC(C2)C1C(=O)OCC1CCCO1 (centres undefined)
    x	-2	x	0.3	0	-11	-2	-1	10	-2
> C=CCNC(=S)N1CCC(C(=O)c2ccc(OC)cc2)CC1
    0	4	-5	-1.9	-1	1	-3	-8	30	3
> Cc1ccc(-n2nc3c(c2NC(=O)c2ccco2)CS(=O)(=O)C3)cc1C
    2	3	-2	-3.4	-1	8	1	-15	9	2
> CCSc1nc2sc3c(c2c(=O)[nH]1)CC(C)(CC)OC3 (centres undefined)
    x	8	-3	0.5	0	-3	-10	-3	1	6
> Cc1ccc(OCc2ccc(C(=O)NN)o2)c([N+](=O)[O-])c1
    -1	x	-2	2.1	3	-5	6	-10	13	2
> ON=C(CCc1ccccc1)CCc1ccccc1
    -6	3	-2	0.8	3	-11	3	0	-23	-2
> O=C(CSc1nnnn1-c1ccc(F)cc1)NCc1cccs1
    -1	16	-1	-2.1	-1	-16	1	-6	4	-1
> CN(C(=O)c1ccccc1)C1c2c(ccc3ccccc23)OCC1CO (centres undefined)
    -1	x	0	-1.1	2	-8	1	-5	-25	-2
> CCCC(=O)OCC1CN(Cc2ccco2)S(=O)(=O)c2c(F)cccc2O1 (centres undefined)
    -1	4	x	0.7	-2	8	-13	1	-12	1
> CCC/C(O)=C1\C(=O)CCCC1=NCCc1ccc(OCC)c(OCC)c1
    -2	10	-2	0.1	0	19	-3	-11	7	-1
> COc1ccc(Nc2nc(N)nc(CSc3nnc(N)s3)n2)cc1
    x	x	-1	-1.2	0	-18	6	-8	-3	0
> COc1ccc(CNC(=O)COC(=O)CO/N=C(\C)c2ccc3c(c2)OCO3)cc1
    -3	-6	3	0.4	-2	4	0	-7	-4	0
> CC(C)(C)C(=O)Oc1cccc(Nc2ncnc3ccccc23)c1
    -1	x	0	-0.3	2	-9	-17	-15	9	2
> COc1ccc(C(=O)N/C(=C\c2cccc3ccccc23)C(=O)NCCc2c[nH]c3ccccc23)cc1OC
    -1	x	2	-6.1	19*	-47	-6	-12	15	0
> Cc1ccc(S(=O)(=O)NCC(=O)OC(C(=O)c2ccccc2)c2ccccc2)cc1 (centres undefined)
    -3	x	-2	-0.4	3	-8	-1	6	-2	-3
> CN(C)/C=N/C(=S)Nc1ccccc1
    2	12	0	-1.8	6	-16	1	-4	-29	1
> Cc1cc(C(=O)CSc2nc(N)cc(N)n2)c(C)n1-c1cccc(F)c1
    6	5	15	4.1	3	-10	-4	3	3	1
> CC1Sc2ccc(S(=O)(=O)CCC(=O)N(C)Cc3ccccc3)cc2NC1=O (centres undefined)
    -1	-6	3	1.1	6	6	-9	-11	-4	3
> CCOC(=O)C1CCN(C(=O)Nc2ccc3c(c2)nc(C)n3C)CC1
    8	15	-3	-0.2	-1	-22	-9	-12	2	2
> CCOC(=O)c1c(C(F)(F)F)nc2ncccn12
    -8	-8	-2	-0.2	0	-3	-2	-4	3	0
> Oc1ccccc1C1SC(c2ccccc2O)SC(c2ccccc2O)S1 (centres undefined)
    0	-40	0	-0.3	2	-7	-1	-2	1	2
> CCOC(=O)C1=C(CC)OC(N)=C(C#N)C1c1ccc(F)cc1F (centres undefined)
    -1	2	-3	1.8	-5	14	-3	10	20	2
> Cc1ccnc(N2CCC(C(=O)NNC(=O)c3ccccc3C)CC2)n1
    -4	-3	-1	1.0	0	7	3	-10	6	3
> COc1ccc(/C=N/OCC(=O)Nc2nc3ccccc3s2)cc1OC
    x	10	0	-2.1	5	-13	-9	-10	14	-1

From PubChem BioAssay
